IMPase Li cell: IMPase inhibition in cells with lithium potentiation | CHO-M1 cells, IP1 TR-FRET (IP-One), carbachol + lithium | Potency, µM (series often up to 59.4 µM), inactives show at the top dose activity, negative = IMPase inhibition, hits mostly inhibitors | 210,000 tested, 0.35% active | AID 1457;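 note: IP1 builds up when IMPase is blocked and the TR-FRET signal falls; potency is the fitted concentration of half-maximal effect; plate controls were basal vehicle for no effect and high inhibitor control for full effect; nearly all actives have a fitted effect of over 50% in size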
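CHO-M1, 2000 cells/well, 16–30 h culture; cpd + low Li+, 30 min 37C; lysis with d2-IP1/Eu-anti-IP1 Ab, 10 min RT; TR-FRET 665/620 ratio and 620 channel; AC50 via Hill.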
NPSR antag: blocks cAMP signaling of the human neuropeptide S receptor. CHO-NPSR cells, cAMP TR-FRET, antagonist mode. Potency, µM (doses to about 38.3 µM), inactives show top-dose activity change, negative = inhibition, usual class: inhibitors. 220,000 tested, 1% active. Q6W5P4; note: potency is the fitted concentration of half-maximal effect; % is set by controls: 0 for no effect and ±100 for the full control effect; nearly all actives have a fitted effect of over 50% in size; many of its hits are not listed in these tables
Target sequence (Q6W5P4 whole entry, looked up): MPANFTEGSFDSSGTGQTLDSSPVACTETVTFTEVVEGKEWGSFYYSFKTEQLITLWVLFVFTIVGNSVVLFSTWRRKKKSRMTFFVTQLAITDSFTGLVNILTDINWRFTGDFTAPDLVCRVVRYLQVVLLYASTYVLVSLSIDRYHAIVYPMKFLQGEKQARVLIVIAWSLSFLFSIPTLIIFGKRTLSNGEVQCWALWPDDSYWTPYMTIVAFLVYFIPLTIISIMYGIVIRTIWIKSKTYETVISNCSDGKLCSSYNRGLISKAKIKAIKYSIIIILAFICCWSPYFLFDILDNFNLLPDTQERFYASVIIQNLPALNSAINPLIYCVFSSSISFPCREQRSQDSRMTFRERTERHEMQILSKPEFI
CBFb-RUNX1 inh: inhibitors of human CBF-beta and RUNX1 interaction; Q01196+Q13951; AlphaScreen CBFb-His/RUNX1-biotin binding, biochemical; Potency, µM (titrated, usually from 59.8 µM), without a hit: at the highest dose activity, negative = inhibition, most hits filed as inhibitors; 230,000 tested, under 10 active; note: % of control where 0% means no effect
Target sequence (Q01196 whole entry, looked up): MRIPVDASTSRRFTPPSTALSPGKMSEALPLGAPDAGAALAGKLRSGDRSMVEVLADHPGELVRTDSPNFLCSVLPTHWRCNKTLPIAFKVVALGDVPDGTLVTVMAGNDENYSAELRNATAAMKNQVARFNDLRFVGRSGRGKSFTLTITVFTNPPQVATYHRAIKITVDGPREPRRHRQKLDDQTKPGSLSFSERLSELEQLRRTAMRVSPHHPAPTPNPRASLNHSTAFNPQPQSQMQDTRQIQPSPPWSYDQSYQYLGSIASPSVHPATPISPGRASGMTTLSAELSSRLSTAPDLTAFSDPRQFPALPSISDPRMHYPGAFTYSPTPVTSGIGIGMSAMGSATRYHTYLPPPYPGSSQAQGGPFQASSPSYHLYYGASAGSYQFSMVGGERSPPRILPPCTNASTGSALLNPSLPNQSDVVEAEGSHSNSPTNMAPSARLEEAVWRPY
Target sequence (Q13951 whole entry, looked up): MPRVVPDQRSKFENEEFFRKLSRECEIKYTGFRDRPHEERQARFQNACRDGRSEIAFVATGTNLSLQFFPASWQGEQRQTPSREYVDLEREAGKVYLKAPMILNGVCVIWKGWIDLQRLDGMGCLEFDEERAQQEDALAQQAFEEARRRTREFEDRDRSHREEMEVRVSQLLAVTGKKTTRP
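Bead-based AlphaScreen assay; binding partners His-tagged CBF-beta and biotinylated RUNX1 at 30 nM each. Compound exposure 15 min after a 20-min protein preincubation; bead step 90 min; all steps at room temperature.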
LMNA splice mod: modulators of lamin A splicing; HeLa LMNA splicing GFP/RFP minigene ratio, 48 h; Potency, µM (highest dose often 46.1 µM), for inactives: top-dose ratio change, negative = inhibition, actives largely listed as inhibitors; 200,000 tested, 0.01% active; active = well fitted inhibition curve with a large enough effect in the signal ratio, with a control signal flat, not every such curve was filed as active; inconclusive = small, poorly fitted or top-dose-only effect, or effect the other way, or a change in a side signal; the % refers to the signal ratio; note: potency is the fitted concentration of half-maximal effect; % is set by controls: 0 for no effect and ±100 for the full control effect
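S3 HeLa stable clones carrying a lamin A-EGFP splicing minigene plus DsRed2 were seeded at 600 cells/well in Opti-MEM with 2% FBS, pin-dosed and incubated 48 h at 37°C. Acumen cytometry (488 nm) gave the GFP/RFP total-intensity ratio.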
HTT aggregate: mutant huntingtin aggregation inhibition; Potency, µM (titrated, usually from 46.1 µM), for the others: at the highest dose activity change, negative = inhibition, actives largely listed as inhibitors; 220,000 tested, 1.1% active; PC12 HttQ103-GFP aggregates, Acumen cytometry, 40 h; note: potency is the fitted concentration of half-maximal effect; % is set by controls: 0 for no effect and ±100 for the full control effect; nearly all actives have a fitted effect of over 60% in size
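Aggregate formation scored by laser-scanning cytometer (488 excitation, 500–530 emission) in lysed PC12 cells expressing Q103-GFP after 100 nM tebufenozide induction; library tested in dose series, with ATPLite reagent added in the multiplex.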
KinaseGlo FLuc: Kinase-Glo luciferase inhibition (counter-screen). Q27757. Kinase-Glo luciferase, ATP luminescence, 8 min. Potency, µM (series often up to 38.3 µM), inactives show top-dose activity change, negative = inhibition, usual class: inhibitors. 200,000 tested, 0.28% active. AID 1379; note: potency is the fitted concentration of half-maximal effect; % is set by controls: 0 for no effect and ±100 for the full control effect; nearly all actives have a fitted effect of over 60% in size
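Compounds were added to a substrate mix at pH 7.2 (50 mM imidazole, 10 uM ATP, within the enzyme's linear range), followed by Kinase-Glo detection reagent; luminescence was measured after 8 minutes at ambient temperature.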
Epigenetic derep: regulators of epigenetic silencing causing reporter derepression in mouse cells; AID 1865; murine LDR cells, GFP reporter derepression, 30 h; Potency, µM (highest dose often 53.9 µM), without a hit: at the top dose GFP activation, actives largely listed as activators; 280,000 tested, 0.2% active; note: potency is the fitted concentration of half-maximal effect; % of control where 0% means no effect; nearly all actives have a fitted effect of over 60% in size
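Murine LDR cells carrying a silenced, genomically integrated CMV-driven GFP reporter were exposed to compound for 30 hours at 37 C. After PBS washes, GFP-positive cells (20–120 um objects) were counted by laser-scanning microplate cytometry.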
Active calls of the source: *; ? = inconclusive; · = no result given; & = joins results of further samples; [ ] = remark or other dose. Unless noted, calls come from the whole dose curve; as a rule, active = well fitted curve in the direction sought with a large enough effect; inconclusive = small, poorly fitted or top-dose-only effect, or another doubt; inactive = no such curve, though single readings can be large; an effect the other way counts as inactive or inconclusive. A portion of the library. The share of hits here may be higher or lower than overall.

SMILES | IMPase Li cell | NPSR antag | CBFb-RUNX1 inh | LMNA splice mod | HTT aggregate | KinaseGlo FLuc | Epigenetic derep
Cn1cnnc1SCc1nc(N)nc(Nc2ccccc2)n1 | -12.6%[38.3 µM] | 2.7%[46.1 µM] | 3.7% | 13.6% | 8.1% | -1.6% | 2.1%
O=C(Nc1c(Cl)cc(Cl)cc1C(=O)NCCN1CCOCC1)c1ccc(Cl)cc1Cl | -2.3% | -5.1%[46.1 µM] | -1.7% | -13.4% | -4.4% | 2.6% | -1.0%
CCOC(=O)CSc1nnc(-c2ccccc2OC)o1 | 1.2%[38.3 µM] | -22.2%[46.1 µM] | 6.7% | -8.1% | -4.2% | -3.9% | 1.2%
O=C(CNCc1ccccn1)Nc1cc(S(=O)(=O)N2CCCCC2)ccc1Cl | -5.3% | 5.5% | · | 9.9%[9.22 µM] | -6.1% | 1.3% | 3.2%
COc1ccc(-c2nn(-c3ccccc3)cc2/C=N/Nc2ccc(Cl)c(C(=O)O)c2)cc1OC | · | -9.4% | -10.0% | · | 6.1%[9.22 µM] | · | 0.1%
COC(=O)C1=C(CSc2nc3c(cc2C#N)CN(C)CC3)OC(N)=C(C#N)C1c1ccccc1F (stereo not drawn) | 4.3% | ? | 11.4% | -7.2% | 27.8% | -2.2% | 3.6%
CC1(CCc2ccccc2)NC(=O)N(CC(=O)Nc2ccc(S(N)(=O)=O)cc2)C1=O (stereo not drawn) | -1.4% | 10.2% | -1.5% | ? | -2.3% | 2.0% | 0.2%
CCOC(=O)c1c(C)[nH]c2c1-c1ccccc1C(=O)C2=O | 12.6% | 6.2% | ? | ? | 5.01µM* | -2.6% | 0.0%
COc1ccc(-c2oc(NC(=O)CSc3nncn3C)c(C#N)c2-c2ccc(OC)cc2)cc1 | 14.4%[38.3 µM] | -21.7%[46.1 µM] | -0.6% | -5.4% | -6.9% | 19.0% | 0.8%
Cc1ccccc1NC(=O)/C=C1\SC(=O)NC1=O | 1.2% | -42.0% | 7.0% | · | -25.2% | 12.6% | 1.1%
CCOCCCNc1ncnc2c1[nH]c1ccccc12 | -1.1%[38.3 µM] | -6.1%[46.1 µM] | 6.6% | ? | 10µM* | -0.4% | 1.1%
Cc1ccc(NC(=O)CSc2n[nH]c(-c3ccncc3)n2)cc1 | -0.4%[38.3 µM] | -14.7%[46.1 µM] | 4.9% | ? | 9.9% | 1.3% | -1.0%
CCOCCn1c(CN2CCc3ccccc3C2)nc2c1c(=O)n(C)c(=O)n2C | · | 5.6% | 6.4% | · | -11.3%[9.22 µM] | · | 3.0%
CN(C)C=NC(=O)c1cc(C(=O)c2ccc(F)cc2)c[nH]1 | 6.3% | -7.7% | -1.1% | -4.6%[46 µM] | 1.1%[9.22 µM] | 2.3% | 1.1%
Cc1ccc(/C=C(\CCC(=O)O)c2nc3ccccc3s2)cc1[N+](=O)[O-] | 17.0% | -27.9% | -8.3% | -9.3% | 20.7% | 0.4% | -1.3%
CCOc1ccc2nc(SCC(=O)N3CCCc4ccccc43)sc2c1 | 8.2%[38.3 µM] | -26.2%[46.1 µM] | 12.6% | 17.8% | -19.7% | -0.6% | -0.4%
O=C(Nc1cccc(F)c1)C1CCN(C(=O)c2ccc(Cl)cc2)CC1 | 11.1% | -1.8% | -5.7% | 0.7% | -12.6% | 0.0% | 1.0%
CC(C)COCC1CC2(CC(C)(c3csc(N)n3)OC2=O)C(=O)O1 (stereo not drawn) | -3.0%[38.3 µM] | -4.2%[46.1 µM] | 3.3% | 10.2% | 2.6% | -1.2% | -1.7%
CC(=O)CC(c1ccc([N+](=O)[O-])cc1)c1c(O)c2ccccc2oc1=O (stereo not drawn) | 23.4%[38.3 µM] | -14.1%[46.1 µM] | 3.9% | -0.7% | -5.2% | -3.0% | -3.0%
O=C(/C=C/c1ccc(N2CCCCC2)c([N+](=O)[O-])c1)c1ccc(S(=O)(=O)N2CCCC2)cc1 | 2.7% | -18.0% | -9.2% | -2.4% | -11.2% | -3.5% | 5.1%
Cc1onc(-c2ccccc2Cl)c1C(=O)Nc1ccccc1N1CCOCC1 | 7.3%[38.3 µM] | -23.6%[46.1 µM] | -1.2% | -3.7% | -6.7% | -0.1% | 0.0%
Cc1[nH]nc2c1C(c1ccc(O)cc1)C1=C(CC(C)(C)CC1=O)N2 (stereo not drawn) | 3.6% | 1.1% | 29.6% | · | -0.5% | -2.8% | -3.1%
CCOC(=O)CSc1nnc(-c2ccoc2C)n1-c1ccc(C)cc1 | 13.5% | -15.4%[46.1 µM] | 0.3% | -4.2% | -3.2% | 2.2% | -0.8%
CCOC(=O)c1c(-c2ccc(Cl)cc2)csc1NC(=O)CNCc1ccco1 | · | 10µM* | 15.9% | · | -19.7%[9.22 µM] | · | 1.1%
CCOc1cccc(CNCCNC(=O)c2nonc2N)c1 | ? | -0.1%[46.1 µM] | -1.6% | -0.2% | 12.8% | 3.1% | -1.1%&-0.9%
COc1cc(Cl)c(S(=O)(=O)NCCN2CCOCC2)cc1Cl | 38.6%[activator][38.3 µM] | 8.5%[46.1 µM] | 2.0% | -10.6% | -14.0% | 0.4% | -0.9%
COc1ccc(C2=NN(C(=O)CCCC(=O)O)C(c3cccs3)C2)cc1OC (stereo not drawn) | 3.8% | 1.9% | 5.0% | -2.5%[46 µM] | -7.2%[9.22 µM] | -1.3% | -3.6%
CS(=O)(=O)N1CCC(C(=O)NCc2ccc(Cl)cc2Cl)CC1 | -5.1% | -2.4% | -3.2% | · | 1.3% | 2.5% | 2.8%
Cc1cccc(-n2ncc(C#N)c2-n2cccc2)c1 | 25.8%[38.3 µM] | -5.9%[46.1 µM] | 6.6% | 6.0% | 26.6% | -6.7% | 3.0%
COc1ccccc1/C=N/NC(=O)CNC(=O)c1ccc(S(=O)(=O)N(C)C)cc1 | 9.1% | -3.3% | ? | -0.6%[46 µM] | 13.0% | 3.4% | -0.1%
Cc1ccc2[nH]c(=O)c(CN(CC3COCCO3)C(=O)Nc3ccccc3F)cc2c1 (stereo not drawn) | 7.6% | 5.9% | 1.8% | · | 13.5%[9.22 µM] | -2.9% | 0.9%
Cc1ccc(C(=O)Nc2nc(-c3ccccc3)c(-c3ccccc3)o2)cc1 | 0.7% | -21.5% | -7.2% | ? | ? | 2.4% | -1.0%
CC(C)(O)C#Cc1ccc(C(=O)N2CCN(c3ccccc3)CC2)cc1 | 0.1% | 1.9% | -1.6% | 1.0% | 12.9% | 1.6% | -5.6%
CN=c1scc(-c2ccc(Br)cc2)n1C | 29.0%[38.3 µM] | -7.9%[46.1 µM] | -0.3% | -0.9% | 4.8% | -2.8% | 1.6%
CSC1=NC2C(N1)N(C)C(=O)N2C (stereo not drawn) | -7.6%[38.3 µM] | -3.7%[46.1 µM] | -2.4% | 7.5% | 14.0%[9.22 µM] | 1.6% | -0.6%
S=C(c1ccc(-c2cc(Cl)ccc2Cl)o1)N1CCCCC1 | 0.5% | -47.9% | -5.5% | ? | -2.9% | 1.3% | 0.0%
CC(=O)Nc1ccc(OC(=O)c2ccc(Br)c([N+](=O)[O-])c2)cc1 | 8.5% | -11.7% | -8.0% | · | 11.0% | -0.8% | 1.3%
Cc1ccccc1CS(=O)(=O)c1nnc([C@H](CC(C)C)NC(=O)OC(C)(C)C)o1 | 15.2%[38.3 µM] | 10µM* | 2.1% | ? | ? | 0.7% | 2.1%
CC(=O)Nc1ccc2c(c1)CCCN2C(=O)c1ccccc1 | 11.4%[38.3 µM] | 10.2%[7.67 µM] | 0.6% | 5.1% | 0.9% | -1.8% | 0.6%
CC(C)c1ccccc1OCC(=O)NN1C(=O)c2ccccc2C1=O | -0.3% | -3.9% | 0.0% | ? | 19.2% | -1.4% | -1.5%
O=[N+]([O-])c1ccccc1/C=N/Nc1nccnc1Cl | 0.5%[38.3 µM] | -4.9%[46.1 µM] | -0.2% | 8.8% | 6.7% | ? | 0.0%
COCc1nnc(SCC(=O)NCc2ccccc2)n1-c1ccccc1 | 3.7%[38.3 µM] | -3.2%[46.1 µM] | -0.8% | 8.6% | 5.7% | -0.7% | -2.1%
COc1cc(/C=N\Nc2nc(-c3ccc(C)cc3)c(NC(C)=O)s2)ccc1O | · | -12.5% | -1.2% | · | 0.0%[9.22 µM] | · | -0.1%
O=C(CN1C(=O)CC(c2ccco2)Sc2ccccc21)NC1CCCCC1 (stereo not drawn) | 4.2% | -47.2% | 4.4% | · | -8.0%[9.22 µM] | · | -0.2%
COc1ccc(CNC(=O)CCc2nc3cc(S(=O)(=O)N(C)C)ccc3n2C)cc1OC | 0.0% | 3.0% | 1.2% | -7.1%[46 µM] | 7.2% | 4.9% | -1.5%
COc1cccc(CC(NC(C)=O)C(=O)NC2CCN(c3nnnn3-c3ccccc3)CC2)c1OC (stereo not drawn) | -4.1% | 3.1% | -0.9% | -6.2%[46 µM] | 30.4% | 6.0% | -3.4%
Clc1ccc(/C=N/Nc2nn[nH]n2)cc1 | 7.3% | -10.2%[46.1 µM] | -13.3% | 2.5% | -2.8% | 1.5% | -0.8%
CCOC(=O)c1ccc(CS(=O)c2ccc(Cl)cc2)o1 (stereo not drawn) | 21.4%[38.3 µM] | -12.0%[46.1 µM] | 5.5% | 16.0% | -7.5% | 3.9% | 10.0%
CN1CCN(NC(=O)c2cc(Br)ccc2Cl)CC1 | 6.0% | 6.6% | -1.0% | · | -1.2% | -1.5% | -0.4%
CC(C)c1ccc(NC(=S)NNC(=O)c2cccs2)cc1 | -3.4% | 11.9% | -1.8% | · | -12.5% | -2.2% | 1.1%
N#CC1=C2C=Cc3ccccc3N2CCCC1=O | -0.6%[38.3 µM] | 2.4%[46.1 µM] | -2.7% | ? | 4.6% | -15.3% | 1.0%
O=C(O)c1cccc(Nc2nc(N3CCOCC3)nc(N3CCOCC3)n2)c1 | 3.0%[38.3 µM] | -1.5%[46.1 µM] | 3.0% | 9.3% | 8.2% | 0.7% | -1.0%
Nc1nc(Nc2ccccc2)nc(N2CCOCC2)c1[N+](=O)[O-] | 4.6% | 4.4% | -15.7% | -0.6% | -11.1% | -7.4% | -3.0%

Two records picked at random from those above:
SMILES | IMPase Li cell | NPSR antag | CBFb-RUNX1 inh | LMNA splice mod | HTT aggregate | KinaseGlo FLuc | Epigenetic derep
O=C(O)c1cccc(Nc2nc(N3CCOCC3)nc(N3CCOCC3)n2)c1 | 3.0%[38.3 µM] | -1.5%[46.1 µM] | 3.0% | 9.3% | 8.2% | 0.7% | -1.0%
CC(C)COCC1CC2(CC(C)(c3csc(N)n3)OC2=O)C(=O)O1 (stereo not drawn) | -3.0%[38.3 µM] | -4.2%[46.1 µM] | 3.3% | 10.2% | 2.6% | -1.2% | -1.7%

Screening results as filed in PubChem BioAssay.
